NALP1 inh: blocks the NALP1 inflammasome reconstituted in yeast | S. cerevisiae NALP1/ASC/caspase-1 growth, X-gal OD620, 72 h | inhibition, % at 10 µM | 280,000 tested, 0.61% active | AID 2071; in the data active = inhibition mostly above about 24%, no sharp cut-off; inactive = mostly below about 32%; also: some compounds called inactive have numbers as strong as hits
SUMO HTRF inh: SUMOylation inhibition | P63279 | HTRF SUMOylation assay, SAE1/SAE2 + UBC9, in vitro | inhibition, % at 35 µM | 290,000 tested, 0.36% active | AID 2006; in the data active = inhibition above about 50%, passing the limit was not always enough; also: strong numbers were not always called active
IDE cell activ: IDE (human) activation, cell-based; P14735; HEK cells, FAbeta-B cleavage, fluorescence polarization; 0% vehicle, 100% cell-free pure enzyme wells; activation, % at 5.96 µM; 340,000 tested, 0.073% active;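 active = activation above the mean of all tested compounds plus 3 SD, set per screening campaign, cut at about 17% in these data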
Target sequence (P14735 whole entry, looked up): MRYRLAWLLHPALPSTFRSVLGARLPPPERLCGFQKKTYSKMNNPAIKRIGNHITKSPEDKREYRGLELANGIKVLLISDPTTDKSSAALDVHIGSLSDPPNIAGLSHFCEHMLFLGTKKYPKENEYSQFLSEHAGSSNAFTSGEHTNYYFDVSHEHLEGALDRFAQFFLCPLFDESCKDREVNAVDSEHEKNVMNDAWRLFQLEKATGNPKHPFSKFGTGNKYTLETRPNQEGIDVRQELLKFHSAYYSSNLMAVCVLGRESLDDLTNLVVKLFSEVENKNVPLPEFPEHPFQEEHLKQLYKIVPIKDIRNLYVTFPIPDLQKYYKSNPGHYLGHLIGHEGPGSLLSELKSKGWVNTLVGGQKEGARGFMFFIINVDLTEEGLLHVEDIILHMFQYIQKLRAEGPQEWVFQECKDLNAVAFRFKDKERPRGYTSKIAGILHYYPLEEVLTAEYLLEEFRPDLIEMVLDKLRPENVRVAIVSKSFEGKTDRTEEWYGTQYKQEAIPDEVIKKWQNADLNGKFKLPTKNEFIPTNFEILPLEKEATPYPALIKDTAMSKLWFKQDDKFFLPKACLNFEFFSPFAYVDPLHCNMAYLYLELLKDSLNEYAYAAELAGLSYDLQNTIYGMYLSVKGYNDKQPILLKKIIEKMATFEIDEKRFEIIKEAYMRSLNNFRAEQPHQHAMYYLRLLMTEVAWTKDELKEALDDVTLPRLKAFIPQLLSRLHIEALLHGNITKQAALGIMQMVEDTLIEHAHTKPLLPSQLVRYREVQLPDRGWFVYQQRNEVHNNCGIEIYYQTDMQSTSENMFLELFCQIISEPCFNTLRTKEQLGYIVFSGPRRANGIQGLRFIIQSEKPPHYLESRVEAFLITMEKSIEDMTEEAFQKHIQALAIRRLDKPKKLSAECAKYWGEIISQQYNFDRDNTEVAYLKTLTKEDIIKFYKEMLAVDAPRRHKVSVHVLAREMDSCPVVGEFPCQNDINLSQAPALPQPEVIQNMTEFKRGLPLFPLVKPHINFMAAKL
MEKK2mut PB1 HTS: signal of MEK5 binding to mutant human MEKK2 PB1 domain; bead flow cytometry, Alexa488-MEK5 binding to MEKK2 mutant; percent response, % at 10 µM; 290,000 tested, 0.35% active; AID 1530; in the data active = percent response above about 24%, passing the limit was not always enough; also: inactives centre near 1; some results filed as inactive read as strong as hits; reference of the scale not given here
MEKK2wt PB1 HTS: raises or lowers MEK5 binding to wildtype human MEKK2 PB1 domain; bead flow cytometry, Alexa488-MEK5 binding to MEKK2 WT; actives lie on both sides; Q9Y2U5; AID 1531; binding response (% of control), % at 10 µM; 290,000 tested, 1.1% active; in the data active = binding response below about 67% or above about 130%
IDE inh: cellular human IDE inhibition | P14735 | HEK cells, FAbetaB cleavage, fluorescence polarization | inhibition, % at 5.59 µM | 320,000 tested, 0.41% active | AID 434962;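 active = percent inhibition above the average of all tested compounds plus 3 SD, set per screening campaign, cut at about 16% in these data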;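 also: IDE supplied by intact live HEK cells; FP after avidin binding of uncleaved biotin substrate so inhibition keeps polarization high; 0% = DMSO wells and 100% = 60 µM reference IDE inhibitor Ii1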
MEKK3 PB1 HTS: raises or lowers MEK5 binding to the human MEKK3 PB1 domain. 290,000 tested, 1.4% active. binding response (% of control), % at 10 µM. Q99759. bead-based flow cytometry, Alexa488-MEK5 binding to MEKK3; actives lie on both sides; 0 = blocked by unlabeled MEK5, 100 = vehicle;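 active = binding response more than 3 SD above or below the average of its plate-row segment, actives on both sides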;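 also: Alexa488 bead fluorescence after subtracting the streptavidin-only scavenger bead signal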
M18AAP inhibitor: PfM18AAP enzyme inhibition; recombinant PfM18AAP, H-Glu-NHMec fluorogenic cleavage; inhibition, % at 7.35 µM; 290,000 tested, 1.2% active;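 active = inhibition above the campaign mean inhibition over all tested compounds plus 3 SD, cut at about 28% in these data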;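 also: 0% = plate median of test compound wells and 100% = 2 mM ZnCl2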
pCIP destab: compounds decreasing mouse p/CIP protein stability. F442A p/CIP-EGFP cells, EGFP fluorescence, 16 h. decrease of EGFP signal, % at 10 µM. 290,000 tested, 0.01% active;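 active = EGFP signal decrease of at least 30% at 10 µM or well 3 SD below plate mean, unless failing retest; inactive = the rest, including hits failing retest or dose response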; also: some compounds called inactive have numbers as strong as hits; many of its hits are not listed in these tables
The depositor's hits bear a star; · = not tested or not shown; [ ] = dose if it differs, or a comment. Some of the compounds tested (hit frequency here may not be typical).

SMILES	NALP1 inh	SUMO HTRF inh	IDE cell activ	MEKK2mut PB1 HTS	MEKK2wt PB1 HTS	IDE inh	MEKK3 PB1 HTS	M18AAP inhibitor	pCIP destab
N#CC1=C(N)Oc2n[nH]c(-c3ccccc3)c2C1c1ccncc1 (stereo unspecified)	11	30	0	1	103	-1	100	6	1
O=C(O)c1ccccc1NCc1ccncc1	25	18	4	7	104	3	106	9	-3
COc1ccc(S(=O)(=O)N2CCN=C2SCc2cccc(C)c2)cc1	23	-6	1	0	99	4	101	2	6
CCOC(=O)Cn1nnnc1C(C(C)C)N(Cc1cccs1)Cc1cc2cc(C)ccc2[nH]c1=O (stereo unspecified)	7	19	3	-5	86	6	104	31*	-11
CC(C)OCCCN1CN(S(=O)(=O)c2ccc(Cl)cc2)c2nc3ccccc3nc21	5	29	4	3	98	2	99	3	8
COc1ccc(NC2CCCN(C(=O)CCc3cccc(F)c3)C2)cc1 (stereo unspecified)	-18	-3	-6	5	102	6	95	8	-47
O=C(c1ccccc1)c1c[nH]c(C(=O)NCc2cccnc2)c1	-22	-2	1	12	113	0	114	-7	8
O=C(NCc1ccccc1)C(c1ccccc1)N(C(=O)c1csnn1)c1ccc(F)cc1 (stereo unspecified)	19	-5	2	-3	97	-1	101	1	6
C=C(C)CN=c1scc(C)n1/N=C/c1ccco1	-1	6	3	-9	85	2	77*[inhibitor]	5	1
Cc1cccc(-n2nc(C)cc2N)c1	-3	-4	12	3	104	0	101	8	-3

4 of these compounds in another layout:
Structure | NALP1 inh | SUMO HTRF inh | IDE cell activ | MEKK2mut PB1 HTS | MEKK2wt PB1 HTS | IDE inh | MEKK3 PB1 HTS | M18AAP inhibitor | pCIP destab
COc1ccc(NC2CCCN(C(=O)CCc3cccc(F)c3)C2)cc1 (stereo unspecified) | -18 | -3 | -6 | 5 | 102 | 6 | 95 | 8 | -47
O=C(c1ccccc1)c1c[nH]c(C(=O)NCc2cccnc2)c1 | -22 | -2 | 1 | 12 | 113 | 0 | 114 | -7 | 8
O=C(NCc1ccccc1)C(c1ccccc1)N(C(=O)c1csnn1)c1ccc(F)cc1 (stereo unspecified) | 19 | -5 | 2 | -3 | 97 | -1 | 101 | 1 | 6
C=C(C)CN=c1scc(C)n1/N=C/c1ccco1 | -1 | 6 | 3 | -9 | 85 | 2 | 77*[inhibitor] | 5 | 1

Next records.
SMILES	NALP1 inh	SUMO HTRF inh	IDE cell activ	MEKK2mut PB1 HTS	MEKK2wt PB1 HTS	IDE inh	MEKK3 PB1 HTS	M18AAP inhibitor	pCIP destab
CC(C)(CNC(=O)CCC1CCCC1)CNC(=O)CCC1CCCC1	-1	-1	0	3	99	1	99	-1	-12
CCOC(=O)CNC(=O)Cn1cnc2c(nnn2-c2ccccc2)c1=O	5	2	2	0	92	4	97	2	0
COc1ccc2nc(NC(=O)c3cccc(-c4cc5ccccc5oc4=O)c3)sc2c1	25	24	-8	28	119	2	108	-2	-3
CSc1ccc(S(=O)(=O)NCCOc2ccccc2C)cc1	0	-32	-2	-2	94	2	96	-2	-6
Cc1cc2ccccc2n1CCNC(=O)COc1ccccc1	·	-16	6	-27	33*[inhibitor]	3	58*[inhibitor]	·	-14
CC(C)(C)C(=O)COC(=O)C1CC(=O)N(c2ccccc2)C1 (stereo unspecified)	0	13	-5	1	97	-1	103	-9	-3
CN(CC(O)COc1ccc(S(=O)(=O)N2CCOCC2)cc1Cl)C1CCCCC1 (stereo unspecified)	-10	11	5	2	106	1	100	8	-15
Cc1ccccc1Nc1c(-c2ccncc2)nc2ccc(Br)cn12	-42	-3	-2	-2	92	0	94	8	-8
Cc1ccc2c(c1)C(c1ccccc1)N(C(=O)C(C)C)CC(=O)N2 (stereo unspecified)	·	-2	3	-2	105	·	100	6	0
COC(=O)C1=C(C(=O)OC)C2C(C)=CC(C)=CN2C(C(=O)OC)=C1C(=O)OC (stereo unspecified)	20	-10	0	-2	101	1	105	6	10
C=CCOc1cccc(C(=O)/C=C2/C(=O)Nc3ccccc32)c1	-3	3	-1	-4	94	10	93	23	-10
COc1ccc(C2=NN(CN3C(=O)C(=O)c4ccccc43)C(c3cccc([N+](=O)[O-])c3)C2)cc1 (stereo unspecified)	-6	14	4	-6	88	5	92	-8	0
O=C(/C=C/c1cccc([N+](=O)[O-])c1)OC1CCCCC1=O (stereo unspecified)	-4	-16	6	-2	99	9	95	-1	29
COc1ccc(CC(=O)N2CCCc3ccccc32)cc1OC	-8	-2	-2	5	109	-1	106	-2	-7
Brc1cccc(CN2CCCCCC2)c1	6	9	1	0	106	·	100	-12	-11
O=C(NCc1ccncc1)C(=O)NCC1OCCN1S(=O)(=O)c1ccc(Cl)cc1 (stereo unspecified)	4	-5	2	3	106	4	100	-5	6
Cc1ccc(C)c2c1cc(C)c1nnc(SCC(=O)Nc3nc4c(s3)CCCC4)n12	-3	1	-1	3	102	-6	103	-1	-4
CN(Cc1ccccc1)c1nc2c(c(=O)[nH]c(=O)n2C)n1CCCc1ccccc1	8	15	0	8	110	10	97	-3	-10
COc1ccc(NCc2cc(=O)[nH]c3ccccc23)cc1	26	9	0	7	106	·	108	2	-7
O=C(O)CCn1c(SCCOc2ccccc2)nc2ccccc21	9	8	4	-1	119	3	109	0	-5
CC(=O)c1cccc(-n2nnnc2SCC(=O)Nc2cc(C)on2)c1	3	-2	0	-3	99	2	103	0	0
COc1ccc(C(=O)Nc2ccc(C(=O)N3CCCC3)cc2)cc1[N+](=O)[O-]	8	0	7	3	104	-1	100	10	4
O=C(Cc1ccccc1[N+](=O)[O-])N1CCN(S(=O)(=O)c2ccccc2)CC1	14	19	1	5	107	-5	104	-12	-14
Nc1c(C(=O)Nc2ccccc2)c2nc3ccccc3nc2n1CCCN1CCOCC1	·	-24	4	-9	104	-9	91	-3	7
Cc1cc(Cl)ccc1OCC(=O)Nc1cccnc1	4	-4	2	4	102	7	103	-4	-12
CN(C)C(=O)c1ccc2c(c1)C1C3CCC(C3)C1C(c1ccccc1)N2 (stereo unspecified)	32	-4	1	-3	95	-3	91	5	-7
COc1cc(OC)cc(C(=O)OCn2nnc3ccccc3c2=O)c1	12	-4	1	4	106	-2	107	-6	-16
Cn1c(SC2CCCCC2=O)nnc1-c1ccccc1F (stereo unspecified)	13	-3	1	-8	90	2	94	-5	-3
COc1ccc(NC(=O)CN2C(=O)COc3ccc(S(=O)(=O)N4CCCCC4)cc32)cc1OC	9	·	2	0	101	7	98	6	0
Cc1ccc(C(=O)NNC(=O)C2CCN(S(=O)(=O)c3ccc(C)cc3)CC2)cc1	·	-25	3	4	110	3	110	4	-15
CC1(C)C=C(c2ccc(O)cc2)CC(C)(C)N1	-8	12	7	·	·	0	·	7	-9
O=C(/C=C/c1ccc(O)cc1)c1ccccc1	15	8	-15	-13	85	3	85	14	5
Cn1cc(/C=C/c2nc3ccccc3c(=O)n2-c2cccc([N+](=O)[O-])c2)c2ccccc21	25	9	-4	-2	93	1	93	-9	-13
Cc1nc(Nc2ccccc2F)c2oc3ccccc3c2n1	15	1	0	5	101	13	104	-4	2
COc1cc(-c2cc(C(=O)OCC(=O)Nc3ccc4c(c3)OCO4)c3ccccc3n2)cc(OC)c1OC	40	24	-1	-2	99	2	97	-9	-10
O=C(CN1c2cccc3cccc(c23)S1(=O)=O)Nc1ccccc1F	5	15	3	-2	102	-1	100	-3	-24
CC(=O)c1cccc(NC(=O)COC(=O)c2ccc(S(C)(=O)=O)c([N+](=O)[O-])c2)c1	-18	9	3	-3	100	-2	102	-15	2
Cc1ccc(NCC(=O)N/N=C/c2ccc(-c3cccc(C(F)(F)F)c3)o2)cc1	36	-17	3	11	115	3	101	3	-1
O=C(OCC(=O)C12CC3CC(CC(C3)C1)C2)c1ccccn1	13	-8	5	-3	99	-6	101	2	-19
O=[N+]([O-])c1ccc(F)cc1Oc1nc(-c2cccnc2)nc2ccccc12	10	-12	0	1	96	-12	101	-1	15
Cc1c(C(c2cccs2)c2c(C)n(C)n(-c3ccccc3)c2=O)c(=O)n(-c2ccccc2)n1C	-16	-12	6	-16	91	4	94	2	10
CC1CCCC(C)N1c1ccc(S(=O)(=O)N2CCOCC2)cc1Cl (stereo unspecified)	6	-14	-5	-2	96	5	100	3	13
CCOC(=O)COn1c(=O)c(-c2ccc(C)cc2)[n+]([O-])c2ccccc21	10	5	4	-3	94	5	97	5	-9
COc1cc(SC#N)ccc1N=Cc1c(C)[nH]n(-c2ccc(C)c(C)c2)c1=O	10	-7	-2	0	102	-1	121	-3	-8
NC(=O)c1c(NC(=O)Cn2nc(C(=O)O)c3ccccc3c2=O)sc2c1CCCC2	-7	30	1	3	101	-7	103	4	-13
CC(C)COC(=O)CCNc1n[nH]c(=O)[nH]c1=O	1	-6	-1	1	101	-1	97	0	-10
COC(=O)c1ccc(NC(=O)CCN2CCN(c3ccccc3)CC2)cc1	4	10	2	14	105	6	101	0	-6
COc1ccc(N2C(N)=C(C#N)C(c3cccnc3)C3=C2CC(C)(C)CC3=O)cc1 (stereo unspecified)	38	4	-5	-2	98	3	96	6	-7
COc1ccc(-c2nnn(CC(=O)NCCc3c[nH]c4ccccc34)n2)cc1OC	8	-6	3	-7	96	2	97	-14	-6
CC1CCN(c2nc3nonc3nc2Nc2ccc(F)cc2)CC1	-4	0	6	-2	98	-14	99	3	-13
(continued)
SMILES	NALP1 inh	SUMO HTRF inh	IDE cell activ	MEKK2mut PB1 HTS	MEKK2wt PB1 HTS	IDE inh	MEKK3 PB1 HTS	M18AAP inhibitor	pCIP destab
O=C(O)Cn1cc(/C=C2/SC(=O)N(CC(=O)N3CCCCCC3)C2=O)c2ccccc21	19	-18	·	-1	104	5	107	3	-3
CCOc1ccc(NC(=S)NC(=O)Cc2ccccc2)cc1	10	4	8	1	97	6	101	-1	-1
Cc1cc(C)n2nc(SCc3ccccc3F)nc2n1	12	-10	-4	4	101	2	105	-2	-2
CCC(C)c1ccc(NC(=O)Nc2cnccn2)cc1 (stereo unspecified)	32	-9	0	4	106	1	102	-13	2
CC1(C)CC(=O)C2=C(C1)N(c1ccc(F)cc1)C(=O)NC2(C(F)(F)F)C(F)(F)F	-7	0	3	-2	91	5	83	-1	-19
Cc1cc(-c2ccc(Cl)cc2)c2cnn(C(C)C)c2n1	23	-8	1	-2	109	-3	101	-8	3
CN(Cc1ccccc1)C(=O)COc1cccnc1[N+](=O)[O-]	8	6	1	5	110	-3	103	-8	7
COc1ccc(NC(=O)C2CCN(S(=O)(=O)c3ccc(Br)s3)CC2)cc1OC	28	-3	2	-3	90	6	89	-4	-1
Cc1cccc(CSc2nnc([C@@H]3CCCN3)o2)c1	18	-6	-3	-7	93	6	89	-5	-2
O=C(NCCO)c1ccc2[nH]c3c(c2c1)CCCC3	2	3	1	-1	97	1	100	21	-5
Oc1cccc(CN2CCCCC2)c1	21	8	5	-5	95	-1	92	-5	-16
COc1ccc(CNC2CCSc3ccccc32)cc1OC (stereo unspecified)	5	9	4	-2	94	6	94	-2	3
COc1ccc(OC(=O)c2cn(C)nc2C(F)(F)F)cc1	13	-5	-5	8	110	3	108	-5	4
Brc1ccc(/C=N/Nc2ccccc2)cc1	30	5	6	1	101	6	100	16	-5
O=C(CC(C(=O)O)c1c(F)cccc1Cl)c1ccc(Cl)cc1 (stereo unspecified)	26	-14	-1	-3	102	-1	99	4	1
COc1ccc(CCNC(=O)c2[nH]c(C)c(C(C)=O)c2C)cc1	-10	26	6	4	104	6	104	5	-8
C/C(CC(=O)Nc1ccccc1Cl)=N\NC(=O)C(=O)NCCO	5	10	-3	0	96	13	99	7	-10
Cc1[nH][nH]c(=O)c1C=NCc1cccc(C(F)(F)F)c1	2	13	0	-3	96	0	95	0	1
Cc1ncc([N+](=O)[O-])n1Cc1cccc2ccccc12	12	-4	0	0	101	-6	102	0	-10
CCN(CC)CCN(C(=O)c1ccccc1OC)c1nc2ccc(F)cc2s1	-23	3	0	10	120	7	107	-2	-2

Screens deposited in PubChem BioAssay by several laboratories.
